phage Ecoli inh – E. coli growth loss with phage present | growth absorbance | actives 0.26% (n = 360,000) | inhibition, % at 11.9 µM; in the data active = inhibition above about 11%
PfHsp90 set2 – inhibits growth of yeast expressing Plasmodium falciparum Hsp90; actives 0.32% (n = 310,000); inhibition, % at 9.4 µM; AID 504621; S. cerevisiae expressing PfHsp90, BacTiter-Glo ATP, 48 h; yeast lacking PDR1 and PDR3 efflux regulators;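 active = every replicate shows inhibition above about 80%, whatever the replicate mean, limit read from the data; inconclusive = mean inhibition reaches the set limit but some replicate falls short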;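 also: 0% = DMSO neutral controls and 100% = 20 µM radicicol positive controls; yeast relying on Plasmodium falciparum Hsp90 in place of its own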
Wnt bcat act – activates Wnt/beta-catenin signaling in a reporter cell assay. actives 1.2% (n = 300,000). activation, % at 9.35 µM. activator, plate reader; in the data active = activation above about 30%, passing the limit was not always enough; inconclusive = no clear call, values can overlap the other calls;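 also: 0% = neutral control wells and 100% = positive control wells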
CAL PDZ FP – inhibitors of human CAL PDZ peptide binding; Q9HD26; purified CAL PDZ, TMR-peptide fluorescence polarization, 1 h; inhibition, % at 20 µM; actives 0.02% (n = 330,000);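 active = highest replicate inhibition of at least 40%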;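 also: plate controls were DMSO neutral control wells for no effect and unlabeled competitor peptide control wells for full effect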
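material = purified tagged CAL PDZ domain construct (CerCALP) | compound dosing = 20 µM, one dose | times = 1 h at RT | measured by = fluorescence polarization from S- and P-plane intensities, G-factor corrected | read-out = inhibition from polarization loss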
Tat export inh – blocks Tat-dependent protein export in E. coli; E. coli MC4100 TorA-mCherry Tat export, fluorescence; inhibition, % at 10 µM; actives 0.036% (n = 340,000); AID 488895;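 active = mean replicate inhibition at least 50% and at least half of replicates individually reaching 50%; inconclusive = only one of the two criteria met; inactive = neither criterion met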;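 also: exported cargo escapes ClpAP degradation while cytoplasmic cargo is degraded and loses fluorescence; 0% = median of neutral control wells and 100% = median of NaSCN control wells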
AddAB inh – less growth of phage-infected E. coli with AddAB; E. coli expressing H. pylori AddAB, absorbance growth; inhibition, % at 11.9 µM; actives 0.29% (n = 330,000); AID 435030; in the data active = inhibition above about 12%;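 also: 0% = vehicle wells of infected cells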
Rtt109 Vps75 – inhibitors of Candida albicans Rtt109/Vps75 histone acetyltransferase; purified Rtt109/Vps75, ThioGlo CoA-SH fluorescence, 4 h; inhibition, % at 34.9 µM; Q5AAJ8; actives 0.16% (n = 330,000);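 active = inhibition of at least 50% in every replicate; inconclusive = best replicate reaches 50% inhibition but some replicates fall short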
Target sequence (Q5AAJ8 whole entry, looked up): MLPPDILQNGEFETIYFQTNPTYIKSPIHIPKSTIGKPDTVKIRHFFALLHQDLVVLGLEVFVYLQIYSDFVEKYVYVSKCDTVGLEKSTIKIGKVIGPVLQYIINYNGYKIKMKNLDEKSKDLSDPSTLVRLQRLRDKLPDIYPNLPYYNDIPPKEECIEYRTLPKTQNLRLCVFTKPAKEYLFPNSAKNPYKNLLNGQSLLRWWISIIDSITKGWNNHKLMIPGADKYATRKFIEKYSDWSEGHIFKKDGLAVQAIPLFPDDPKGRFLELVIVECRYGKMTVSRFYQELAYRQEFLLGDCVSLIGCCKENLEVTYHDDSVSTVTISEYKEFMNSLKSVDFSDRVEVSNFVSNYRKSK
DAGLB inhibitor – diacylglycerol lipase beta (human) inhibition; Q8NCG7; HEK293T DAGLB membrane lysate, EnzChek fluorogenic substrate; inhibition, % at 5.17 µM; actives 0.059% (n = 340,000); AID 504411; in the data active = inhibition above about 34%;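 also: 0% = enzyme with vehicle and 100% = wells lacking enzyme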
Target sequence (Q8NCG7 whole entry, looked up): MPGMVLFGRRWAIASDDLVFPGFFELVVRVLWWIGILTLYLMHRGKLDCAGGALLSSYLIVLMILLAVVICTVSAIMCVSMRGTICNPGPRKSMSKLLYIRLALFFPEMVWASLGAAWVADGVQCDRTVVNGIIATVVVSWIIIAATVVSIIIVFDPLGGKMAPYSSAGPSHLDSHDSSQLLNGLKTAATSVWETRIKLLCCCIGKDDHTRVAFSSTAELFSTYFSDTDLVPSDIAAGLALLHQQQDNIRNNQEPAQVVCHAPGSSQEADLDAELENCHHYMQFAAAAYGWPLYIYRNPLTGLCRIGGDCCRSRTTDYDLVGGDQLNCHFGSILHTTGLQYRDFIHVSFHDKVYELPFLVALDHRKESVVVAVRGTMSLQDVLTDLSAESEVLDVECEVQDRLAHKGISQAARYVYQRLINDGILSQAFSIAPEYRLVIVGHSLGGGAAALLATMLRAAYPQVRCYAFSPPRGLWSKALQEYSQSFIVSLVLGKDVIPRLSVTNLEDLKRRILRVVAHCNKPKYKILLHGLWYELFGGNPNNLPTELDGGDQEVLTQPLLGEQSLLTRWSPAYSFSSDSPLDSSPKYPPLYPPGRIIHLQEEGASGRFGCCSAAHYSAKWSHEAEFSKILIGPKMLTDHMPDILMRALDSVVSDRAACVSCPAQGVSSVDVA
E coli growth – counter-screen for AddAB inhibitors: E. coli growth inhibition | E. coli V3065 growth, OD600 absorbance, 18 h | inhibition, % at 11.9 µM | actives 0.27% (n = 330,000) | AID 449728;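 active = inhibition above the campaign's mean inhibition across all tested compounds plus 3 SD, cut at about 9.9% in these data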;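 also: uninfected addAB+ strain grown without phage in ampicillin broth; 0% = DMSO wells and 100% = ciprofloxacin 0.95 µg/ml wells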
PvdQ acylase – blocks Pseudomonas aeruginosa PvdQ acylase activity; purified PvdQ acylase, fluorescence plate reader; inhibition, % at 10 µM; actives 0.063% (n = 340,000); AID 488965; in the data active = inhibition above about 30%, passing the limit was not always enough; inconclusive = no clear call, values can overlap the other calls;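 also: 0% = vehicle neutral wells and 100% = reference inhibitor wells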
* marks the source's active call; other numbers are inactive results; ? = inconclusive; · = no result given; & = joins results of further samples. An unsorted share of the library; about 1.9% have a hit in one of these screens.

SMILES	phage Ecoli inh	PfHsp90 set2	Wnt bcat act	CAL PDZ FP	Tat export inh	AddAB inh	Rtt109 Vps75	DAGLB inhibitor	E coli growth	PvdQ acylase
COCc1cc(C)nc2sc(C(=O)NCCO)c(-n3cccc3)c12	1.1	-5	·	-1.0	-20	-1.0	·	0	-1.6	-7
O=C(O)CNS(=O)(=O)c1ccc2c(c1)Cc1cc(S(=O)(=O)NCC(=O)O)ccc1-2	0.9	2	-1	·	-5	-0.3	2	-2	-0.6	-18
CCc1cc(=O)oc2cc(C)cc(OC(C)C(=O)NC3CCN(Cc4ccccc4)CC3)c12 (stereo not drawn)	1.3	5	-1	-2.3	-6	2.1	6	1	0.6	-9
CSc1ccccc1NC(=O)c1cnc2scc(C)n2c1=O	3.1	19	0	-8.2	2	-2.2	1	-5	-0.2	-7
Cc1cc(Oc2cc(NN3CCCCC3)c([N+](=O)[O-])cc2[N+](=O)[O-])c(C(=O)c2ccccc2)cc1Cl	2.2	38	-1	1.1	-5	1.1	-1	-1	0.5	11
CC1CCN(C(=O)COC(=O)CCCN2C(=O)c3cccc4cccc(c34)C2=O)CC1	1.6	2	0	-3.1	0	·	-1	-2	·	-12
COc1cccc(/C=N/NC(=O)c2nnn(-c3nonc3N)c2C(C)C)c1OCc1ccc(F)cc1	·	-12	·	-2.4	15	4.7	8	-12	-2.4	-18
O=C(COc1cccnc1[N+](=O)[O-])Nc1ccc(Cl)c(S(=O)(=O)N2CCOCC2)c1	-0.5	-5	-2	-0.4	1	2.0	4	-2	2.2	-2
COC(=O)CNC(=O)CCC(=O)N1CCN(C(c2ccccc2)c2ccccc2)CC1	-4.2	6	-3	-0.3	5	-1.2	-1	2	-2.6	0
N#CC1=C(N)N(c2ccccc2)C(=O)C1	1.0	-9	-5	0.1	-5	3.2	-6	-3	-2.5	-7
N#C/C(=C\c1ccccc1Cl)C(=O)Nc1ccccn1	1.4	3	5	·	0	-2.5	-4	-2	-0.5	0
CCOC(=O)N1CCC(NC(=O)CN2C(=O)CCSc3ccccc32)CC1	2.0	4	-2	-0.4	8	2.0	1	-1	1.5	-7
Cc1onc(-c2ccccc2Cl)c1C(=O)N1CCc2ccccc21	2.4	-3	-2	0.8	-8	1.7	-3	-6	4.0	-27
O=S(=O)(NCC1OCCc2ccccc21)c1ccccc1 (stereo not drawn)	1.2	1	·	1.1	-13	1.9	-9	-3	-0.5	2
Cc1cccc(C(=O)OCC(=O)Nc2ccc(F)cc2)c1	2.2	4	-1	-2.7	3	2.2	-4	-2	-1.6	11
CCOC(=O)Cn1c(=O)sc2ccccc21	1.4	20	·	-0.7	0	1.4	3	0	1.3	-14
CCOC(=O)CN(C(=O)CN1CCC(n2nnc3cc(C)ccc32)CC1)c1ccccc1	0.2	6	-25	-3.1	1	0.6	·	0	-0.7	-1
CCSc1nnc(NC(=O)Cc2ccc(OC)c(OC)c2)s1	2.6	18	·	-0.9	-5	0.0	3	-2	1.1	-4
COc1ccc(NC(=O)COc2ccccc2C(=O)NCC(c2ccccc2)N(C)C)cc1Cl (stereo not drawn)	0.9	30	-2	-9.5	0	1.8	6	-3	-1.3	-6
Cc1nc2c(F)c(F)c(C(F)(F)F)c(F)c2[nH]1	2.1	-90	·	-2.3	-1	1.1	-12	-1	0.1	-10
O=C(Nc1nsc(-c2ccccc2)n1)c1ccncc1	1.4	9	·	-0.7	6	2.7	3	0	-0.6	-23
CCC1=C(OC(=O)N(CC)CC)N2C(=O)OC(=NCC(=O)OC)[C@]2(C)[C@H]2C1=CC[C@H]1C(=O)N(CC(=O)OC)C(=O)[C@H]12	0.0	·	0	1.3	-5	4.2	5	-1	1.1	-4
CN(CC(O)CON=C1c2ccccc2-c2ccccc21)S(=O)(=O)c1ccc(Br)cc1 (stereo not drawn)	0.6	-16	19	-0.4	-3	-0.3	1	-6	-0.7	6
Cc1oc(-c2ccccc2Cl)nc1CS(=O)CC(=O)NCCc1ccccc1 (stereo not drawn)	2.4	22	1	-0.2	-2	1.5	-2	-1	-1.9	-10
C=C1CCC[C@]2(C)C[C@H]3OC(=O)C(CNC(C)CCCC(C)C)[C@H]3CC12 (stereo partly drawn)	4.7	2	-2	1.4	12	-1.2	-5	-7	-0.2	4
O=C(CSc1nnc2sc3ccccc3n12)c1ccco1	3.1	-23	·	-1.4	-2	3.2	5	2	2.4	-8
O=C(O)CC1c2ccccc2S(=O)(=O)N1Cc1ccccc1 (stereo not drawn)	1.1	-7	1	1.2	-7	3.5	-4	-3	1.4	0
FC(F)C(F)(F)C1=CC(c2ccccc2)=NCCN1	2.1	44	·	-2.6	-8	5.1	-14	-2	1.4	-5
O=C(Nc1ncccc1Cl)c1cc2ccccc2o1	-0.9	-3	46*	-3.4	-2	2.7	-2	-5	-0.6	-20
O=C(O)c1cc(NS(=O)(=O)c2ccc3ccccc3c2)ccc1O	2.9	-1	-9	-0.7	-15	-2.4	3	5	0.4	-5
CSc1nc(Sc2ccccc2)c2ccccc2n1	3.3	-15	·	-1.0	-1	0.7	0	-11	-0.7	4
Cc1c(CN2CCC(CO)(Cc3ccccc3)CC2)c2ccccc2n1C	2.3	-7	0	-0.3	2	1.7	5	-1	1.9	0
O=C(Nc1cccnc1)c1cc(F)c(F)cc1Cl	1.1	·	-1	-1.7	-5	3.6	-10	1	-1.8	-7
Cn1c(CN2CCOCC2)nc2cc(NC(=O)c3ccccc3Cl)ccc21	0.5	-7	1	-2.4	3	0.6	?	3	2.4	9
N#CC(C(=O)NC1CC1)c1nc2ccccc2nc1N1CCCC1 (stereo not drawn)	-1.4	5	0	-0.9	-4	1.6	-109	-3	-0.2	6
CCCCNC(=O)Nc1cnn(CC)c1C(N)=O	-2.5	16	1	-4.6	-3	-0.1	-3	-3	0.8	-5
Cc1ccc(N2C(=O)C3ON(c4ccccc4)C(c4ccncc4)C3C2=O)cc1 (stereo not drawn)	0.6	14	5	-4.6	-16	-1.0	-3	-4	-2.6	-17
O=[N+]([O-])c1cc(/C=N/n2c(-c3ccncc3)n[nH]c2=S)ccc1Cl	2.3	-18	-2	-1.7	-3	0.3	-4	2	-1.8	-13
CC1CCCCC1NC(=O)CN1CCN(S(=O)(=O)c2ccc(Br)s2)CC1 (stereo not drawn)	4.5	7	-2	-0.4	-3	3.0	14	-11	-3.5	-2
CC1CC(C)CN(CCCNC(=O)c2ccc3c(c2)NC(=O)CS3)C1 (stereo not drawn)	1.1	-2	2	-3.7	-1	1.0	-1	-1	0.0	-14
Nc1cccc(S(=O)(=O)Nc2ccc(SC(F)F)cc2)c1	0.4	-18	0	-3.2	0	2.0	33	1	-1.7	1
COc1ccccc1CCC(=O)OCC(=O)Nc1c(Br)cc(C)cc1Br	0.0	14	-1	-3.2	-6	-0.4	-5	-7	2.1	-4
O=C(/C=C/c1cccs1)N1CCc2ccccc21	4.0	14	·	-1.4	-5	0.9	-2	-1	1.4	-4
NC(=O)c1ccsc1NC(=O)COC(=O)COc1ccccc1F	2.5	-9	-2	-1.8	-3	-0.2	7	-1	0.3	-11
COCC1CCCN(C(=O)c2cc(COc3cccc4cccnc34)on2)C1 (stereo not drawn)	-1.2	9	2	-1.8	-4	-2.0	0	2	0.1	-9
Cc1cccc(C(=O)Nc2nnc(-c3ccco3)o2)c1	3.1	-66	6	-2.4	-1	-2.7	2	1	-6.1	-5
CCOC(=O)C1=C(C)NC(C)=C(C(=O)OCC)C1C(=O)OCC(=O)N1CCc2ccccc21	1.6	·	-9	·	-7	-0.7	-7	-2	-1.6	-11
COc1ccccc1-c1c(C)oc2c(CN3CCOCC3)c(O)ccc2c1=O	1.8	1	-1	-0.5	7	-0.8	-2	-6	-0.6	11
O=C(NCCNC(=O)c1ccc(Br)o1)c1cccnc1	2.5	14	-1	-1.3	0	0.3	-16	0	0.2	-7
COc1ccc(OC)c(/C(O)=C/C(=O)C(=O)Nc2cc(C)cc(C)c2)c1	1.2	-9	-4	-0.4	-7	4.1	9	4	0.9	-3
CCOC(=O)N1CCN(C(=O)c2ccc(OC(C)=O)cc2)CC1	5.1	1	-2	0.4	2	-0.2	-4	-4	-1.3	5
CCOC(=O)c1c(C)[nH]c(C)c1C(=O)COC(=O)c1ccc(S(=O)(=O)C(F)F)cc1	-1.1	14	-3	-0.5	-6	1.5	-1	-5	0.0	-9
CCOc1ccccc1N(CC(=O)N1CCCCCC1)S(=O)(=O)c1ccc(C)cc1	1.8	0	3	-2.2	0	·	9	1	·	2
Cc1cnc(C(=O)Nc2ccc(S(=O)(=O)NCC(C)C)cc2)cn1	3.3	21	-1	-0.7	-1	-1.9	-1	0	1.4	-8
O=c1cc(-c2ccccc2F)oc2ccccc12	1.1	·	47*	-1.1	-7	-0.5	-11	-5	-1.1	6
CCN1CCN(C(=O)CN(c2ccc(F)c(Cl)c2)S(C)(=O)=O)CC1	5.8	-12	-10	-1.3	3	2.0	5	1	-1.7	-16
COCCCNC(=O)c1cc2cc([N+](=O)[O-])cc(OC)c2oc1=O	-0.2	4	-1	-1.4	0	7.1	-10	-3	2.1	-11
O=C(c1cccs1)N1CCC(Cc2ccccc2)CC1	1.2	5	·	-3.4	-6	0.0	2	-7	-0.8	-7
CCc1nc2ccc(C)cc2c(C(=O)NC2CCCCC2C)c1C (stereo not drawn)	2.5	·	·	-0.5	11	-0.3	11	-3	1.3	-12
COc1ccc(S(=O)(=O)NCCC(=O)Nc2ccc(C)cc2)cc1	0.3	24	2	-1.7	-8	1.1	2	-4	0.1	-13

Next entries:
SMILES	phage Ecoli inh	PfHsp90 set2	Wnt bcat act	CAL PDZ FP	Tat export inh	AddAB inh	Rtt109 Vps75	DAGLB inhibitor	E coli growth	PvdQ acylase
CCOc1ccccc1C(=O)Nc1c[nH]c(=O)[nH]c1=O	2.8	-7	-3	0.1	-13	·	-4	0	·	-6
CC(C)CN1C(=O)C(=O)N(CC(=O)N2CCC(Cc3ccccc3)CC2)C1=O	2.9	-21	0	0.0	-1	-1.8	-3	-2	0.3	5
Cc1ccc(C(=O)NCCn2cc(SCC(=O)Nc3nnc(C)s3)c3ccccc32)cc1	3.3	-31	-5	-1.0	6	-0.8	-11	0	-2.2	-15
S=c1nc[nH]c2nc[nH]c12	25*	6&31	20&14	0.3&0.0	1&0	80*	4&-2	0&3	24*	-7&-6
CC1(c2nnc(Cc3ccccc3)o2)CC(c2ccccc2)=NO1 (stereo not drawn)	1.9	·	1	-0.1	-3	2.3	-3	0	-2.1	2
CCOC(=O)c1c(C)c(C(=O)NCc2ccco2)c(C)n1CC	2.3	-5	-2	-1.9	0	1.7	0	-2	-1.4	-5
COC(=O)c1[nH]c2c(c1C)C(=O)CCC2	2.6	1	5	-1.7	1	4.5	·	0	1.6	-3
COc1ccc(-n2c(-c3ccc(Br)cc3)c[n+]3c2CCC3)cc1	2.5	-5	-1	-0.3	-5	-1.4	1	-1	-3.7	-18

High-throughput results as filed in PubChem.
